MEX-5 binding: C. elegans MEX-5 TCR-2 RNA binding activity; MEX-5/FITC-TCR2 RNA binding, fluorescence polarization; stronger effect = lower value; activity score (negative = inhibition of binding), % at 10 µM; 300,000 tested, 0.38% active; AID 1832;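 active = inhibition past about -25% in most replicates, and total fluorescence under double the plate's negative control median, limit read from the data; inconclusive = replicates evenly split on the limit, or fluorescence at least double controls; inactive = too little inhibition in most replicates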;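 note: 0% = DMSO and -100% = 5 µM competing unlabeled TCR2 RNA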
GSTO1 counter: blocks human GSTO1 in RBBP9 counter-screen; inhibition, % at 5.96 µM; AID 1974; recombinant GSTO1, activity-based probe fluorescence polarization; 300,000 tested, 1.1% active;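 active = inhibition above the campaign mean inhibition plus 3 SD, cut at about 35% in these data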;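 note: 0% = GSTO1-1 with DMSO and 100% = wells lacking GSTO1-1 enzyme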
Target sequence (P78417 whole entry, looked up): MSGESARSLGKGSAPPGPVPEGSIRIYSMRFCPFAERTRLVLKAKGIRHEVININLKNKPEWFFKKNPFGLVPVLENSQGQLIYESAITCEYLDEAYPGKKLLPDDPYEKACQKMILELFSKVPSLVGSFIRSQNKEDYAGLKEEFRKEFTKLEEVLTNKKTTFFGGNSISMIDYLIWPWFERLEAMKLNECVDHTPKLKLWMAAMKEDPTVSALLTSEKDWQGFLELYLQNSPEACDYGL
PAD4 FP inh: blocks human protein arginine deiminase 4; Q9UM07; recombinant PAD4, RCA probe fluorescence polarization; inhibition, % at 6.36 µM; 330,000 tested, 0.41% active;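 active = percent inhibition above a cutoff equal to the mean of all tested compounds plus 3 SD, cut at about 15% in these data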;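 note: 0% = PAD4 with RCA probe and DMSO and 100% = probe without PAD4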
MCL1 BIM primary: inhibitors of human MCL1 binding to BIM-BH3 peptide | GST-MCL1 / FITC-Bim-BH3 fluorescence polarization | inhibition, % at 10.9 µM | 320,000 tested, 0.68% active | AID 2057;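 active = inhibition above the mean inhibition of all tested compounds plus 3 SD, set per campaign, cut at about 40% in these data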;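 note: 0% = DMSO wells and 100% = unlabeled Bim-BH3 peptide control; higher means more loss of mP so more displacement of Bim peptide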
Target sequence (Q07820 whole entry, looked up): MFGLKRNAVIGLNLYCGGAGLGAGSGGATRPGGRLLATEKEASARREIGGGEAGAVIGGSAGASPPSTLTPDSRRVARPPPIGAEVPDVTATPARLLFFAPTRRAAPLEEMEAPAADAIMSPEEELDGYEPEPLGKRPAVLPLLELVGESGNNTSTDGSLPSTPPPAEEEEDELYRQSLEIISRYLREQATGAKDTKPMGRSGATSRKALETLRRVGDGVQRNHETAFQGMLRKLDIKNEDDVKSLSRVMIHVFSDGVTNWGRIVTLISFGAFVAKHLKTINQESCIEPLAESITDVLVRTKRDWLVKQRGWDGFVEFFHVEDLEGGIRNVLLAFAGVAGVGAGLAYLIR
TPT1 inh: inhibitors of Candida albicans tRNA 2'-phosphotransferase TPT1 | 300,000 tested, 0.81% active | AID 1962 | inhibition, % at 5 µM | recombinant caTPT1, FP RNA substrate dephosphorylation;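 active = inhibition above the mean of all tested compounds plus 3 SD, set per screening campaign, cut at about 24% in these data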;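 note: plate controls were DMSO alone for no effect and ferristatin control at 100 nM for full effect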
Fam108B counter: blocks mouse Fam108B hydrolase in RBBP9 counter-screen; recombinant Fam108B, FP-Rh probe fluorescence polarization; inhibition, % at 9.51 µM; 300,000 tested, 0.33% active; AID 1947;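 active = inhibition above the screen mean inhibition plus 3 SD, computed separately per campaign, cut at about 18% in these data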;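 note: inhibitors lower polarization as less probe binds the enzyme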
GLD-1 TGE inh: GLD-1-TGE RNA interaction inhibition (C. elegans); Q17339; purified GLD-1 + fluorescein TGE RNA, fluorescence polarization; inhibition, % at 5.96 µM; 320,000 tested, 0.44% active;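 active = percent inhibition above a per-plate cutoff, the plate mean of test compounds plus 3 SD, cut at about 30% in these data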;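 note: 0% = DMSO wells with GLD-1 and probe and 100% = wells lacking GLD-1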
PME-1 inh: blocks human protein phosphatase methylesterase 1; inhibition, % at 5.9 µM; Q9Y570; 320,000 tested, 0.53% active; recombinant PME-1, FP-Rh probe fluorescence polarization; AID 2130;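 active = inhibition above the campaign mean of all compounds plus 3 SD, cut at about 26% in these data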;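 note: competitive labeling of PME-1 active site by serine hydrolase directed probe; 0% = PME-1 with DMSO and 100% = wells lacking PME-1 enzyme; inhibitors block probe labeling so polarization falls and inhibition rises; many of its hits are not listed in these tables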
Target sequence (Q9Y570 whole entry, looked up): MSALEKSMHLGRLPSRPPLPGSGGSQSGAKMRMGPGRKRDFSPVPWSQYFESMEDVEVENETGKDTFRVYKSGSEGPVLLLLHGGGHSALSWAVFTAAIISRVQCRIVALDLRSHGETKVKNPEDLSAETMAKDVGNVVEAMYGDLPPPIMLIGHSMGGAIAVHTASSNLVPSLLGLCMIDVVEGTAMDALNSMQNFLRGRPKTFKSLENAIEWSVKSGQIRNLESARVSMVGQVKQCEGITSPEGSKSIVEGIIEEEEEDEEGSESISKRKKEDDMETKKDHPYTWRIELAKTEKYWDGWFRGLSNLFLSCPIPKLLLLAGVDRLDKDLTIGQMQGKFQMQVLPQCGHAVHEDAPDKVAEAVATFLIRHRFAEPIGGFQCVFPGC
BCLXL inh: Bcl-xL (human) inhibition. Q07817. GST-Bcl-xL / FITC-Bim BH3 peptide fluorescence polarization. inhibition, % at 10.9 µM. 320,000 tested, 0.7% active. AID 2129;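 active = inhibition above the mean of all tested compounds plus 3 SD, cutoff set per campaign, cut at about 30% in these data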;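 note: 0% = DMSO wells and 100% = unlabeled Bim-BH3 peptide competitor; inhibitors lower millipolarization by displacing the labeled peptide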
Numbers without * were called inactive; ? = inconclusive; . = no result given. This is a subset; rates above refer to the full screens.

SMILES	MEX-5 binding	GSTO1 counter	PAD4 FP inh	MCL1 BIM primary	TPT1 inh	Fam108B counter	GLD-1 TGE inh	PME-1 inh	BCLXL inh
CCOP(=O)(O)c1ccccc1OCCOCCOc1ccccc1P(=O)(O)OCC	1.7	-7	-1	0	-1	0	-5	-6	-5
COc1ccc(CCN2C(=O)c3cccnc3C2=O)cc1OC	-1.0	5	5	5	-7	-3	8	-7	2
Cn1c(=O)c2c(ncn2CCCC(=N)N2CCOCC2)n(C)c1=O	-0.9	-3	-4	8	-2	-1	5	1	4
CCOC(=O)c1ccc(-n2c(CCC(=O)O)ccc2-c2cccs2)cc1	1.0	6	-6	10	10	-1	-1	-5	8
O=C(CSc1ccccn1)Nc1ccc2c(c1)oc1ccccc12	-1.6	-10	0	-9	1	-11	2	-4	-5
COc1cc(Cl)c(C)cc1NC(=O)CSc1nnc(-c2cccnc2)n1Cc1ccco1	-0.8	6	2	-2	1	2	0	2	-4
O=C(CCC1COc2ccccc2O1)Nc1ccccn1 (configuration not stated)	4.1	-6	-4	5	-1	-5	3	-7	2
CC12CCC(=O)N1C(C(=O)N1CCN(S(=O)(=O)c3ccccc3F)CC1)CS2 (configuration not stated)	-2.7	6	-4	0	-3	5	0	8	-1
Cc1ccc(C(=O)CSc2ncnc3ccccc23)o1	-3.6	0	7	15	-7	6	2	5	7
O=C(COc1ccccc1)Nc1ccc(-c2ccc(N3CCOCC3)nn2)cc1	0.6	2	4	-7	-4	-2	-2	3	-2
O=C(CCc1ccccc1)NC1(Cc2ccccc2)CCN(CCc2cccs2)C1=O (configuration not stated)	.	.	-4	2	.	.	7	2	1
COc1cc(Nc2ccc(S(N)(=O)=O)cc2)c([N+](=O)[O-])nc1[N+](=O)[O-]	1.4	10	2	7	-2	1	6	0	7
O=C(c1ccc(Cl)c(Cl)c1)c1cnc(Nc2ccccc2)s1	-0.6	1	3	19	0	-3	-2	10	7
COc1ccc(NC(=O)CN(C)C(=O)c2ccccc2Sc2ncnc3sc(C)c(C)c23)cc1	-1.3	-4	3	9	0	0	-2	-2	1
C=CCn1c(=O)c(C(=O)NCCc2ccc(Cl)cc2)c(O)c2cc(OC)c(OC)cc21	-4.5	-1	-4	-1	4	6	-2	-1	1
OCCNc1nc(-c2ccccc2)nc2ccccc12	-3.7	6	-4	5	-1	6	-2	-1	6
CCN1CCN(CCCN(Cc2ccco2)C(=S)Nc2ccc(Cl)cc2)CC1	-0.1	1	-4	8	-1	5	3	3	2
CCOC(=O)C1CCN(C(=O)CCn2c(=O)[nH]c3ccccc3c2=O)CC1	1.0	1	-1	4	2	2	-5	2	2
CC(=O)Nc1sc(NC(=O)c2ccc([N+](=O)[O-])cc2)nc1-c1cccs1	-2.1	8	5	6	3	3	3	-3	4
O=C(CCC(=O)c1cccs1)NCCc1ccc(F)cc1	-1.5	4	-23	-1	5	-1	-8	-1	1
COc1ccc(N(CC(=O)NC2CC2)S(=O)(=O)c2ccccc2)cc1	0.6	1	0	6	1	-2	3	0	7
COCCn1c(-c2ccc(NC(C)=O)cc2)nc2c1c(=O)[nH]c(=O)n2CC(C)C	0.5	6	-1	-3	-1	-3	-1	0	-3
CCn1c(CCCNC(=O)c2ccco2)nc2ccccc21	0.6	4	2	8	0	4	-6	-3	1
NC(=S)Nc1ccc(S(=O)(=O)c2ccc(NC(N)=S)cc2)cc1	2.9	-5	-1	10	-1	-4	-2	0	3
C/C(Cl)=C\Cn1c(N2CCCC2)nc2c1c(=O)n(C)c(=O)n2C	0.6	-5	-5	13	-1	-7	2	-2	1
O=C(CN1C(=O)NC2(CCCC2)C1=O)OCCOc1ccccc1	-2.2	6	-2	10	1	-2	7	-1	4
CC(C)(C)C(=O)Nc1nc2cc3c(cc2s1)OCO3	-3.3	-2	-1	2	-5	-1	3	-8	5
COc1ccccc1N1CCN(S(=O)(=O)c2cc3c(cc2C)NC(=O)CO3)CC1	3.2	1	-1	7	3	-3	-1	-9	4
COc1ccc(OC)c(/C=C/C(=O)OCC(=O)N2CCCC2)c1	.	.	2	6	.	.	3	0	6
CCCCCC(C)NC(=O)c1cc(S(=O)(=O)N2CCCCC2)ccc1N1CCOCC1 (configuration not stated)	.	.	1	3	.	.	7	-1	5
Fc1cc(F)cc(Nc2nc(Cl)nc(NC3CCCC3)n2)c1	.	.	-1	5	.	.	-3	-30	2
Brc1ccc(-c2nc3ncccn3c2Nc2ccc3c(c2)OCCO3)o1	-0.1	0	-3	3	-4	1	4	4	6
CC(C)NC(=O)COC(=O)c1ccccc1Oc1ccccc1	1.8	4	-2	7	2	2	2	1	1
CCCN(CC1CC1)C(=O)COC(=O)c1oc2c(F)cccc2c1C	.	.	-2	-4	.	.	5	0	0
CC1CCN(CCCNC(=O)c2ccc(CS(=O)(=O)Cc3ccc(Cl)cc3)o2)CC1	0.3	4	1	7	0	-1	3	-5	-1
O=C(O)C1Sc2[nH]c(=O)sc2C2c3ccc(O)cc3OC(=O)C12 (configuration not stated)	?	5	-11	82*	-15	6	73*	2	67*
O=C(O)c1cc(S(=O)(=O)N2CCOCC2)ccc1N1CCCCC1	-0.6	9	5	0	0	6	-1	-4	3
Cc1cc(N=Nc2ccc(Cl)cc2)cc(CN2CCOCC2)c1O	2.5	3	-1	-3	2	-1	-8	-1	-4
CCC(C)(C)NC(=O)CN(C(=O)CNS(=O)(=O)c1ccccc1)c1ccc2c(c1)OCCO2	2.1	4	5	-2	2	-2	2	2	1
Cc1cc(C)nc(NC(=O)c2ccc(Br)s2)n1	-2.4	3	-1	10	0	1	1	-5	5
Cc1ccc(OCc2n[nH]c(=S)n2N)cc1C	3.1	21	2	-7	2	-3	-5	-9	-18
COC(=O)c1ccccc1NC(=O)COC(=O)CSc1nnc(N)s1	1.5	45*	-5	7	1	-3	1	-1	1
Cc1ccc(N2CCN(CC(O)COc3cccc4ccccc34)CC2)cc1 (configuration not stated)	-0.2	8	3	1	-3	-1	4	3	4
COC(=O)c1ccc(C(=O)OC)c(NC(=O)C2CCCO2)c1 (configuration not stated)	1.0	3	5	3	-1	-4	4	-2	3
CC(C)c1ccccc1OCCNC(=O)c1cncc(Br)c1	0.9	2	0	10	2	2	6	3	5
COc1cc(Cl)ccc1NC(=O)COc1ccccc1C(=O)NN	-0.6	-5	-4	7	-1	-10	2	-20	0
Cc1ccc(F)c(N=Cc2c(O)c3ccccc3oc2=O)c1	0.4	-4	-1	8	0	0	7	3	7
COC(=O)[C@H](C)NC(=O)Nc1ccccc1F	-0.3	6	-3	1	-1	0	5	-5	1
O=C(NC1CCCC1)C1CCN(c2cnccn2)CC1	-1.3	-2	0	-1	1	-2	3	-6	-1
CCOC(=O)c1c(C)[nH]c(C(=O)NCCN2CCOCC2)c1C	-0.8	1	-2	12	-4	1	-1	2	7

Part of the list above, bar-delimited.
Compound | MEX-5 binding | GSTO1 counter | PAD4 FP inh | MCL1 BIM primary | TPT1 inh | Fam108B counter | GLD-1 TGE inh | PME-1 inh | BCLXL inh
Cc1ccc(OCc2n[nH]c(=S)n2N)cc1C | 3.1 | 21 | 2 | -7 | 2 | -3 | -5 | -9 | -18
COC(=O)c1ccccc1NC(=O)COC(=O)CSc1nnc(N)s1 | 1.5 | 45* | -5 | 7 | 1 | -3 | 1 | -1 | 1
Cc1ccc(N2CCN(CC(O)COc3cccc4ccccc34)CC2)cc1 (configuration not stated) | -0.2 | 8 | 3 | 1 | -3 | -1 | 4 | 3 | 4
COC(=O)c1ccc(C(=O)OC)c(NC(=O)C2CCCO2)c1 (configuration not stated) | 1.0 | 3 | 5 | 3 | -1 | -4 | 4 | -2 | 3
CC(C)c1ccccc1OCCNC(=O)c1cncc(Br)c1 | 0.9 | 2 | 0 | 10 | 2 | 2 | 6 | 3 | 5
COc1cc(Cl)ccc1NC(=O)COc1ccccc1C(=O)NN | -0.6 | -5 | -4 | 7 | -1 | -10 | 2 | -20 | 0
Cc1ccc(F)c(N=Cc2c(O)c3ccccc3oc2=O)c1 | 0.4 | -4 | -1 | 8 | 0 | 0 | 7 | 3 | 7
COC(=O)[C@H](C)NC(=O)Nc1ccccc1F | -0.3 | 6 | -3 | 1 | -1 | 0 | 5 | -5 | 1
O=C(NC1CCCC1)C1CCN(c2cnccn2)CC1 | -1.3 | -2 | 0 | -1 | 1 | -2 | 3 | -6 | -1
CCOC(=O)c1c(C)[nH]c(C(=O)NCCN2CCOCC2)c1C | -0.8 | 1 | -2 | 12 | -4 | 1 | -1 | 2 | 7

Carrying on.
SMILES	MEX-5 binding	GSTO1 counter	PAD4 FP inh	MCL1 BIM primary	TPT1 inh	Fam108B counter	GLD-1 TGE inh	PME-1 inh	BCLXL inh
CCN(CCn1cccn1)C(=O)CC1C(=O)NCCN1Cc1ccc(F)cc1 (configuration not stated)	3.2	2	-4	10	1	0	9	-6	12
COc1ccccc1Nc1nc(N)nc(CN2CCCCCC2)n1	1.9	-6	-1	9	-3	-1	1	-4	9
Cc1cc(O)c(C=Nc2cccc(Cl)c2)c(=O)o1	1.3	-5	-8	9	12	2	-1	-7	16
CCC1(c2ccc(OC)cc2)NC(=O)N(CC(=O)c2ccc3c(c2)OCCO3)C1=O (configuration not stated)	.	.	-1	-5	.	.	-6	1	-3
CN1C(=O)c2cccc3c(S(=O)(=O)N4CCCC4C(=O)O)ccc1c23 (configuration not stated)	-3.2	4	0	2	2	-2	0	-5	1
Cc1csc(NC(=O)c2cccnc2Cl)n1	0.6	8	-3	4	-1	-1	3	2	7
CCc1cc(C(=O)Nc2ccccc2N2CCOCC2)sc1C	.	.	5	6	.	.	-8	5	5
COCCCn1c(O)c(/C=C2\N=C(C#N)C(=Nc3ccc(C)cc3)O2)sc1=S	4.8	-34	-58	-59	79*	-4	-16	0	-34
CC(C)Oc1cccc(C(=O)C2CCCN(C(=O)c3ccccn3)C2)c1 (configuration not stated)	2.1	-5	-2	2	-1	5	9	1	5
CCCN1CCN(C(=O)Cn2cnc3ccc(S(=O)(=O)N4CCC(C)CC4)cc3c2=O)CC1	0.9	1	-4	3	-5	-1	-8	0	3
C/C(=N/NC(=O)c1nnn(-c2nonc2N)c1COc1ccccc1)c1ccc(O)cc1	-5.4	-6	-6	-2	2	-8	0	-15	2
CN1C(C(=O)NCc2cccc(Br)c2)CC2Cn3c(nc4ccccc43)C21 (configuration not stated)	1.2	6	-3	-3	2	-2	1	-5	1
O=C(NCc1nc2ccccc2[nH]1)C1=C[C@H](c2ccccc2)C[C@H](OCc2ccc(CO)cc2)O1	-3.5	-6	0	8	1	-7	0	3	0
Cc1c(NC(=O)NC(=O)c2ccc(F)cc2)c(=O)n(-c2ccccc2)n1C	-2.6	2	-5	7	0	-3	2	-8	0
COC(=O)c1ccccc1NC(=O)Oc1ccc(F)cc1	1.0	0	-3	1	-4	1	9	-4	1

Assay outcomes as filed in PubChem.
